BL2 CD40 inh = CD40 pathway inhibition in BL2 cells | 83,000 tested, 0.94% active | AID 1053188 | inhibition, % at 10 µM | BL2 NF-kB luciferase reporter, CD40L-induced, 4 h;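 active = mean inhibition of at least 50% with a set share of replicates also reaching that level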;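 note: 0% = neutral control wells and 100% = IKK inhibitor VII at 50 µM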
An asterisk follows results filed as active; [ ] = dose if it differs, or a comment. This is a subset, so the mix of outcomes need not match the whole.

entry | Structure | BL2 CD40 inh
1 | NC(N)=NC(=O)Cc1c(Cl)cccc1Cl | 17
2 | CCCOC(=O)c1ccc(O)cc1 | -5
3 | Cn1c(=O)c2c(ncn2CCO)n(C)c1=O | -5[25 µM]
4 | Cc1cccc(C)c1NC(=O)C1CCCCN1C (stereo not given) | 18
5 | O=c1cc(-c2ccc(O)cc2)oc2cc(O[C@@H]3O[C@H](CO)[C@@H](O)[C@H](O)[C@H]3O[C@@H]3OC[C@](O)(CO)[C@H]3O)cc(O)c12 | -9[25 µM]
6 | CN(C)CCOc1ccccc1Cc1ccccc1 | 2
7 | CC1OC(CC(=O)O)CC2=C1C(=O)c1c(O)cccc1C2=O (stereo not given) | 104*
8 | CNc1c2c(nn1C)CCCC2 | -1
9 | C[C@@H]1C[C@H]2[C@@H]3C[C@H](F)C4=CC(=O)C=C[C@]4(C)[C@@]3(F)[C@@H](O)C[C@]2(C)[C@@]1(O)C(=O)COC(=O)C(C)(C)C | 33
10 | CCCCOc1ccc(CC(=O)NO)cc1 | -22
11 | O=C(O)CNC(=O)c1ccccc1 | 4
12 | CC[C@]1(O)C[C@@H]2CN(CCc3c([nH]c4ccccc34)[C@@](C(=O)OC)(c3cc4c(cc3OC)N(C)[C@H]3[C@@](O)(C(=O)OC)[C@H](OC(C)=O)[C@]5(CC)C=CCN6CC[C@]43[C@@H]65)C2)C1 | 31
